NR2E3 ag-1: NR2E3 agonists in two-hybrid cells, primary screen, cell-based, luminescence, CHO-S, Gal4-NCOR/VP16-NR2E3. Photoreceptor-specific nuclear receptor (Homo sapiens), Q9Y5X4. luciferase. inhibition of corepressor binding, % at 3.98 µM. actives 0.35% (n = 360,000). AID 602229, 2012;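 active = inhibition above the mean of all tested compounds plus 3 SD, cut at about 70% in these data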;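 note: 0% = DMSO with NR2E3 transfected cells and 100% = cells lacking NR2E3 construct; higher means lower luciferase signal from less NR2E3 corepressor binding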
Target sequence (Q9Y5X4 whole entry, looked up, the tested form may be a part): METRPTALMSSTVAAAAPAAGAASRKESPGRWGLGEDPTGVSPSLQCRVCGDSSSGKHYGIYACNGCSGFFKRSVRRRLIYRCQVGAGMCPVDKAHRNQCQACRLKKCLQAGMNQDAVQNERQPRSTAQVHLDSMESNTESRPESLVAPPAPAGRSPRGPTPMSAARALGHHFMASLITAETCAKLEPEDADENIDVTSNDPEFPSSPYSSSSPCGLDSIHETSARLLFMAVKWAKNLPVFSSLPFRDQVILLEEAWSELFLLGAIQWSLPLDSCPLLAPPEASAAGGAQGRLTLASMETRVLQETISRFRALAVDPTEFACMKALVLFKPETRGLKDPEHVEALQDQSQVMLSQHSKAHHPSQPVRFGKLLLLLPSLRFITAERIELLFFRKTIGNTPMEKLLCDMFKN
NR2E3 ag-2: inhibitors of NR2E3-RetCOR corepressor binding, primary screen, NR2E3 agonist project, biochemical, TR-FRET, GST-NR2E3, biotin-RetCOR. 1536-well. inhibition of corepressor binding, % at 4.78 µM. actives 0.12% (n = 320,000). AID 2300, 2010;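 active = percent inhibition above the cutoff of mean plus 3 SD of all tested compounds, set per screening campaign, cut at about 20% in these data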;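 note: 0% = DMSO wells and 100% = biotin wells as full block of FRET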
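system = GST-tagged NR2E3 plus biotinylated RetCOR corepressor | input = 1.35 nM GST-NR2E3 | also added = 7 nM biotin-RetCOR | schedule = 5 h incubation at 4 °C | measured by = TR-FRET with europium anti-GST and streptavidin-D2, 340 nm excitation | read-out = percent loss of FRET ratio relative to control wells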
Shn3 3UTR inh: reduction of Shn3 3'UTR firefly luciferase signal, primary screen, Schnurri-3 inhibitor project, cell-based, Clone20 osteoblasts, set 2. Clone20 osteoblast Shn3 3'UTR firefly luciferase, 24 h. inhibition, % at 12.5 µM. actives 0.52% (n = 360,000);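 active = mean inhibition of at least 75% with every replicate also reaching 75%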;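 note: 0% = median of neutral control wells and 100% = pilot-screen positive control compound; some compounds past the cut are filed as inactive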
aDG glyco act: activators of alpha-DG glycosylation, primary screen, uHTS, Pro5-aDG cells, AlphaScreen | activation, % at 10 µM | AID 624168, 2012 | alpha-DG glycosylation AlphaScreen (IIH6); 0% Pro5, 100% B10-LARGE cell signal | actives 0.22% (n = 360,000);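 active = activation of at least 8% versus controls, or a plate z-score of at least 8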;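 note: Pro5 are CHO cells carrying HIG-tagged alpha-DG that lacks glycosylation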
iPSC survival up: enhancers of single-cell hiPSC survival, primary screen, ATPlite luminescence | 100% = ROCK inhibitor wells, 0% = DMSO | survival enhancement, % at 20 µM | actives 0.044% (n = 360,000) | AID 602274, 2012; in the data active = survival enhancement above about 18%;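 note: cells exposed to compounds for 16 hours before the ATP read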
KKLEB tox: cytotoxicity in KKLEB CF airway cells, primary screen, cytotoxicity control for CF NF-kB inhibitor project, cell-based, uHTS, fluorescence assay plates. KKLEB CF airway cells viability, ATPlite luminescence, overnight; hits give low values; cells stimulated with P. aeruginosa culture filtrate. activity change (cytotoxicity), % at 5 µM. actives 0.36% (n = 360,000). AID 602141, 2011;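 active = corrected activity change at or below -50% at 5 µM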
MITF TRPM1 inh: inhibitors of MITF-dependent TRPM1 promoter reporter, primary screen, cell-based, SK-MEL-5, single point, luciferase | SK-MEL-5 TRPM1 promoter luciferase, 24 h | inhibition, % at 12.5 µM | actives 0.83% (n = 330,000) | AID 488899, 2010;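 active = mean inhibition across replicates of 60% or more, whatever share of single replicates reaches that level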; note: values of inactives mirror those of a sister screen read the other way
TWEAK Fn14 block: inhibitors of TWEAK-Fn14 signaling, primary screen, luciferase reporter cells, uHTS; TWEAK-stimulated Fn14 reporter cells, luciferase luminescence, 8 h; inhibition, % at 10 µM; actives 2% (n = 360,000); in the data active = inhibition above about 50%
CF NFkB block: inhibitors of PAF-induced NF-kB signaling, primary screen, cell-based, GFP fluorescence, uHTS; actives 0.86% (n = 360,000); inhibition, % at 5 µM; KKLEB NF-kB-GFP reporter, GFP fluorescence overnight; AID 588850, 2011;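 active = at least 50% inhibition at 5 µM, scaled per plate between neutral and stimulator controls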;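 note: PAF is a Pseudomonas aeruginosa culture filtrate used as stimulus; plate controls were PAF-stimulated DMSO wells for no effect and unstimulated DMSO wells for full effect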
Peg3 promoter: Peg3 promoter-driven luciferase inhibitors, primary screen, cell-based, HeLa, luciferase luminescence. inhibition, % at 20 µM. actives 1.7% (n = 360,000). AID 588405, 2011. HeLa PEG-Prom luciferase reporter, overnight;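 active = inhibition of at least 50% at 20 µM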
HIF-2a inh: HIF-2a reporter inhibitors, primary screen, luminescence, 786-0 RCC cells; inhibition, % at 18.8 µM; 786-0 RCC cells HIF-2a reporter, luciferase luminescence, overnight; actives 0.72% (n = 360,000);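 active = inhibition of the luminescence signal of 40% or more relative to plate controls, in a single-dose primary screen at 18.75 µM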
* hit, by the source's call; nt = not tested or not shown.

SMILES	NR2E3 ag-1	NR2E3 ag-2	Shn3 3UTR inh	aDG glyco act	iPSC survival up	KKLEB tox	MITF TRPM1 inh	TWEAK Fn14 block	CF NFkB block	Peg3 promoter	HIF-2a inh
O=C(CC1CS(=O)(=O)CC1CC(=O)Oc1ccccc1F)Oc1ccccc1F (stereo not drawn)	3	0	-7	0.0	-1.7	15	-17	-4	-11	-7	4
CC(O)c1nc2ccccc2n1C/C=C/c1ccccc1 (stereo not drawn)	-4	1	-23	-0.2	-0.1	13	8	1	10	12	3
Cn1c(=O)n(C)c2cc(/C=N/NC(=O)c3ccc(Cl)cc3Cl)ccc21	-27	3	-7	0.4	12	-8	6	-4	-11	-11	4
Cc1cnc(C)c(Nc2nc(C(N)CCc3ccccc3)cs2)n1 (stereo not drawn)	-14	nt	1	0.3	-1.2	-9	nt	19	8	-3	9
C=CCn1c(-c2csc3c2CCC(C)C3)n[nH]c1=S (stereo not drawn)	-3	0	25	0.1	5.5	5	1	-9	2	-10	-37
CSCC[C@H](NC(=O)OC(C)(C)C)C(=O)N/N=C/c1cc2ccc(C)cc2nc1Cl	12	3	-5	-0.1	4.0	-17	-4	-30	38	3	22
O=C(COc1ncnc2sccc12)Nc1cccc(S(=O)(=O)N2CCCC2)c1	-11	1	10	0.0	0.7	-5	1	-6	4	-2	8
CC1=NN(c2ccccc2)C(=O)/C1=C/c1cccs1	0	7	3	0.1	-2.8	1	18	-11	4	9	24
Cc1ccc(NC(N)=S)cc1C	11	3	-10	0.6	1.1	-3	8	-1	-9	3	4
Cc1cc(C)nc(NS(=O)(=O)c2ccc(NC(=O)c3cc4c(=O)n5cccc(C)c5nc4n3C)cc2)n1	-8	2	-1	-0.2	0.6	7	1	-10	-20	20	-1
COc1ccccc1OCCCCN1CCCCC1	2	2	9	-0.1	0.2	-9	3	9	10	0	18
CC(C)(C)NCCOc1ccc2ccccc2c1	0	1	-29	0.3	-0.2	3	-3	4	6	7	-9
COC(=O)c1ccccc1NC(=O)c1ccc(COc2cc(C)cc(C)c2)o1	-8	-3	7	0.1	10	2	-7	-6	-1	2	-5
Cc1c(C(=O)OCC(=O)NCc2ccco2)oc2ccccc12	-30	1	-21	0.1	-0.5	-1	-15	-5	16	-21	-34
CC(C(=O)OCC(=O)N1CCCCC1)N1C(=O)c2ccccc2C1=O (stereo not drawn)	-18	nt	17	-0.1	0.1	-3	nt	1	-21	0	13
Cc1ccc(NC(=O)CCC(=O)OCC(=O)c2ccc(Oc3ccc([N+](=O)[O-])cc3)cc2)cc1C	-31	0	1	0.0	-1.1	-15	-17	-16	9	-5	-11
COc1ccccc1N(C)S(=O)(=O)c1ccc(C(=O)OCC(=O)N(C)c2ccccc2)cc1	-17	5	13	-0.1	-0.8	4	5	11	-15	-1	10
COc1cc(C2C(C(=O)c3cc4ccccc4o3)=C(O)C(=O)N2CCN2CCOCC2)ccc1OCCC(C)C (stereo not drawn)	-30	nt	16	-0.3	-0.2	-12	4	2	20	1	-2
CCOC(=O)c1nn(-c2ccccc2)c(=O)cc1OCC(=O)Nc1cc(C)ccc1OC	-6	-3	-7	0.2	-0.1	2	5	-33	16	-20	20
CCOC(=O)c1sc2nc(CC(=O)OC)nc(NCC(=O)OC)c2c1C	4	-1	-12	0.3	-1.1	1	-2	17	-4	5	-15

An excerpt from above in order of number of heavy atoms, rising:
SMILES	NR2E3 ag-1	NR2E3 ag-2	Shn3 3UTR inh	aDG glyco act	iPSC survival up	KKLEB tox	MITF TRPM1 inh	TWEAK Fn14 block	CF NFkB block	Peg3 promoter	HIF-2a inh
CC1=NN(c2ccccc2)C(=O)/C1=C/c1cccs1	0	7	3	0.1	-2.8	1	18	-11	4	9	24
Cc1cnc(C)c(Nc2nc(C(N)CCc3ccccc3)cs2)n1 (stereo not drawn)	-14	nt	1	0.3	-1.2	-9	nt	19	8	-3	9
Cc1ccc(NC(=O)CCC(=O)OCC(=O)c2ccc(Oc3ccc([N+](=O)[O-])cc3)cc2)cc1C	-31	0	1	0.0	-1.1	-15	-17	-16	9	-5	-11

Compound profiles (already shown). Order of screens: NR2E3 ag-1 | NR2E3 ag-2 | Shn3 3UTR inh | aDG glyco act | iPSC survival up | KKLEB tox | MITF TRPM1 inh | TWEAK Fn14 block | CF NFkB block | Peg3 promoter | HIF-2a inh
Cc1c(C(=O)OCC(=O)NCc2ccco2)oc2ccccc12 across the screens: -30 | 1 | -21 | 0.1 | -0.5 | -1 | -15 | -5 | 16 | -21 | -34
CC1=NN(c2ccccc2)C(=O)/C1=C/c1cccs1 across the screens: 0 | 7 | 3 | 0.1 | -2.8 | 1 | 18 | -11 | 4 | 9 | 24

Next section
SMILES	NR2E3 ag-1	NR2E3 ag-2	Shn3 3UTR inh	aDG glyco act	iPSC survival up	KKLEB tox	MITF TRPM1 inh	TWEAK Fn14 block	CF NFkB block	Peg3 promoter	HIF-2a inh
CC(C)(C)c1ccc(C(O)c2ncc(-c3ccc(F)cc3)[nH]2)cc1 (stereo not drawn)	-25	nt	15	0.0	5.0	5	nt	-4	-5	-1	-20
CC(C)(C)n1nnnc1C(c1cccs1)N1CCCc2ccccc21 (stereo not drawn)	-23	-1	20	-0.1	4.8	-5	4	21	-4	13	13
CCN(C(=O)c1ccc2c(=O)n3c(nc2c1)CCCCC3)c1ccccc1C	8	3	3	0.0	-0.5	4	-14	-12	15	7	-2
CCOc1cc(CNc2ccc(S(N)(=O)=O)cc2)cc(Cl)c1OC	6	-3	7	0.3	-2.0	4	2	-2	-9	0	11
Cc1sc2nc(C(C)C)nc(SCC(=O)N3CCOCC3)c2c1C	-6	-1	25	0.0	-0.4	3	10	-3	-13	26	18
CCOC(=O)Cc1csc(NC(=O)/C=C\c2ccccc2Cl)n1	-4	-1	-15	1.7	-1.5	-8	-21	14	-2	-192	-114
Cc1cc(C)cc(C(O)c2ncc(-c3ccccc3C(F)(F)F)[nH]2)c1 (stereo not drawn)	-14	nt	8	0.3	1.7	2	nt	-4	-14	25	20
Cc1cccc(N2C(=O)CCC2=O)c1	-8	0	-4	-0.1	7.6	-9	2	-3	11	13	23
CCCn1c(-c2nonc2N)nc2ccccc21	-23	1	27	0.0	7.8	-28	-11	31	66*	8	7
Cc1c(C(=O)NCCC2=CCCCC2)cccc1[N+](=O)[O-]	-74	0	-57	0.2	1.1	-4	-54	-26	-8	-99	-174
CCN(CC)C(=S)SCC(=O)Nc1nc(-c2ccccc2)c(-c2ccccc2)o1	12	1	10	0.8	-1.2	8	16	32	-14	5	7
CC(C)=CCN1CCN(Cc2coc3ccc(C)cc3c2=O)CC1CCO (stereo not drawn)	7	2	-9	0.1	-0.4	-11	-4	3	16	6	21
CCOc1ccc(OCCCN(C)C)cc1	5	-1	-12	0.3	3.0	-4	0	3	-2	1	0
O=C1c2ccccc2C(Nc2ccc3c(c2)OCCO3)N1c1ccccn1 (stereo not drawn)	38	0	6	-0.1	-0.9	4	10	63*	-37	32	3
CCCCOc1ccc(CSC(=N)N)cc1[N+](=O)[O-]	-58	-1	-11	0.3	8.1	-1	-6	-13	9	46	-22
COc1ccc(NC(=O)CC2C(=O)NC3CCCCC3N2C(=O)c2ccc(F)cc2)cc1 (stereo not drawn)	-13	0	6	-0.1	-0.2	0	8	3	-3	-4	9
O=C1Cc2ccccc2C(=O)N1	-9	nt	nt	-0.2	-2.6	nt	nt	-55	nt	nt	-2
CCCCNC(=O)C1CCN(Cc2ccc(OCc3ccccc3)c(OC)c2)CC1	-23	0	-76	0.2	-0.6	3	-36	-10	11	-196	-233
COC(=O)c1ccc(C(=O)Nc2ccc(F)cc2)cc1	-81	4	4	-0.1	-2.3	-12	-71	-10	-18	-239	-365
COc1ccc(S(=O)(=O)NC(C)C)cc1C(=O)N1CCOCC1	-41	7	-13	-0.2	-0.5	2	-16	-1	9	14	2
O=[N+]([O-])c1ccccc1S(=O)(=O)Nc1ccc(S(=O)(=O)Nc2nccs2)cc1	-16	1	-10	-0.1	-0.3	12	18	-12	-11	15	16
CC(Cc1c[nH]c2ccccc12)C(=O)N1CCN(c2ccccc2F)CC1 (stereo not drawn)	-7	-2	9	-0.1	0.0	1	-4	-9	0	23	17
Cc1ccc(S(=O)(=O)CCC(=O)OCC(=O)c2c[nH]c3ccccc23)cc1	-9	1	1	-0.3	4.2	0	12	8	-20	-4	5
Brc1ccc(/C=N/Nc2nc3ccccc3o2)cc1	-160	-1	-90	-0.1	-0.6	-4	-92	-18	-20	-261	-410
CCC(=O)c1ccc(OCC(=O)NCC2COc3ccccc3O2)cc1 (stereo not drawn)	-48	4	2	0.3	-0.3	12	4	-7	1	6	-3
Nc1nonc1-n1nnc(C(=O)N/N=C/c2ccncc2)c1CSc1ccc(Cl)cc1	20	1	0	-0.2	-0.4	-6	5	10	-25	18	16
O=C(CN1CCN(Cc2ccccc2)CC1)Nc1ccc(F)c(F)c1	5	nt	8	-0.1	-0.1	-9	3	8	0	17	-1
O=C(Nc1cc(Cl)ccc1Oc1ccccc1)C1=COCCO1	28	0	10	0.4	-0.3	-2	-1	-10	6	3	10
O=C(N/C(=C/c1ccc([N+](=O)[O-])cc1)C(=O)N1CCCC1)c1ccccc1	1	1	-2	0.0	0.2	-12	6	-1	-5	-7	-13

TWEAK Fn14 block: entries above that show a hit
SMILES | NR2E3 ag-1 | NR2E3 ag-2 | Shn3 3UTR inh | aDG glyco act | MITF TRPM1 inh | TWEAK Fn14 block | CF NFkB block | Peg3 promoter | HIF-2a inh
O=C1c2ccccc2C(Nc2ccc3c(c2)OCCO3)N1c1ccccn1 (stereo not drawn) | 38 | 0 | 6 | -0.1 | 10 | 63* | -37 | 32 | 3

Some values from the entries so far.
CC(C)(C)NCCOc1ccc2ccccc2c1 in CF NFkB block has 6
Cc1cccc(N2C(=O)CCC2=O)c1 in iPSC survival up has 7.6
O=C(Nc1cc(Cl)ccc1Oc1ccccc1)C1=COCCO1 in MITF TRPM1 inh has -1
